# E-sel inducer = E-selectin induction on HUVECs | HUVEC E-selectin immunofluorescence imaging; normalized: neutral wells 0, TNF-alpha wells 100 | AID 686992 | activation, % at 7.58 µM | hit rate 0.37% among 260,000 | P16581;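 active = mean E-selectin-positive cell signal at least 10% of the positive control, reached in at least 60% of replicates, without over 20% cell loss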;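 also: in these data hits start at about 27%; measured in HUVEC primary endothelial cells; signal is the percent of cells scored E-selectin positive by PE staining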
# Target sequence (P16581 whole entry, looked up): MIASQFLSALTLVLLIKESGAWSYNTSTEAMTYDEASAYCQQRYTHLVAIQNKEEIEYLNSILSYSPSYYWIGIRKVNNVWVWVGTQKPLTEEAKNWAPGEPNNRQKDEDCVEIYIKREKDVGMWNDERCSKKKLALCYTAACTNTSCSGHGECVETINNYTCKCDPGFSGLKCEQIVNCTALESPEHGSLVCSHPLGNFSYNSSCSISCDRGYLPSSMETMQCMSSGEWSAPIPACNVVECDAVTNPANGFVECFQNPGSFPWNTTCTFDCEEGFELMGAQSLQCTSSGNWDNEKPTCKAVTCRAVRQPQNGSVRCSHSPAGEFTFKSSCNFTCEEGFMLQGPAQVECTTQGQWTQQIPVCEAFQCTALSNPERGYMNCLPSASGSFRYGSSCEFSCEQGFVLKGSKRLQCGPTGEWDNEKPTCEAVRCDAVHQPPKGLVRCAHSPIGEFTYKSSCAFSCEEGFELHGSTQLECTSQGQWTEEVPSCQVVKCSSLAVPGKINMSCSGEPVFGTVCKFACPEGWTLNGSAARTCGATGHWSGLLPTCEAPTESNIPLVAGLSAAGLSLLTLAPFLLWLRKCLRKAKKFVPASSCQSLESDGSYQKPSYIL
#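 assay system = HUVEC, human umbilical vein endothelial cells | input = 3,000 HUVEC seeded per well | medium = EGM-2 growth medium on 0.1% gelatin-coated wells | dosing = one compound dose added by pin transfer | signal = immunofluorescence imaging | read-out basis = % PE-positive cells | control set = TNF-alpha, DMSO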
# RAD54 inh = blocks human RAD54 Holliday junction branch migration; FAM/BHQ fluorescence; inhibition, % at 10.4 µM; hit rate 0.14% among 360,000;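 active = mean normalized replicate activity at least 40 and at least half of replicates scoring 40 or more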;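 also: 0% = median of neutral control wells and 100% = median of positive control wells; inhibitors cause a drop in the FAM fluorescence signal; in these data hits start at about 50%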
# Xi reactivation = X-chromosome reactivation activator; XiGFP mouse fibroblasts, % GFP-positive cells imaging, 3 d; cells co-treated with 5-aza-dC sensitizer; scaled so ellipticine positive control = 100%; activation, % at 7.58 µM; hit rate 0.055% among 360,000; AID 743238;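 active = mean normalized replicate activation at least 10% and every replicate at or above 10%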;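 also: 0% = median of on-plate neutral control wells and 100% = ellipticine 6 µM median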
#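 System: XiGFP fibroblasts, SV40-immortalized. Medium: DMEM plus 5-aza-dC sensitizer. Doses: single point. Timing: 3 d treatment, 15 min room-temperature fixation. Control set: ellipticine 6 µM.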
# ERAP1 inh = inhibitors of human ERAP1 aminopeptidase | Q9NZ08 | recombinant ERAP1, Leu-AMC fluorescence, 60 min | inhibition, % at 10.7 µM | hit rate 0.15% among 340,000 | AID 652197;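 active = mean replicate inhibition of at least 30%, or all replicates individually reaching that 30% level; inactive = mean below 30% and not every replicate reaching it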;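 also: 0% = neutral control wells and 100% = L-leucinethiol positive control wells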
# S100A4 inh HTS = inhibitors of human S100A4 binding to myosin IIA peptide. P26447. S100A4/TAMRA-MyoIIA peptide fluorescence polarization. inhibition, % at 10.7 µM. hit rate 0.14% among 360,000. AID 652163;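 active = mean inhibition of at least 70% across replicates, with every replicate also reaching that level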
# Target sequence (P26447 whole entry, looked up): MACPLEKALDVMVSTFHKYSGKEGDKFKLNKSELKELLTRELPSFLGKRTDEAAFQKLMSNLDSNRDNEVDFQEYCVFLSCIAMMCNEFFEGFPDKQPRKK
#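 Test system: S100A4 monomer protein; Medium: HEPES pH 7.2 with CaCl2, KCl, NaCl, DTT, Triton; Probe or stimulus: TAMRA-labelled myosin IIA heavy-chain peptide probe, 5 nM; Doses: one dose per compound; Times: polarization read 5 min after assay mix addition, stable 5–60 min; Benchmarks: neutral control DMSO, positive control TFP.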
# RAD52 anneal inh = blocks human RAD52 DNA annealing; AID 651710; hit rate 0.46% among 360,000; inhibition, % at 18.7 µM; recombinant RAD52 DNA annealing, FRET fluorescence;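 active = every replicate showing at least 50% inhibition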
# ERp5 inh = inhibitors of human ERp5. ERp5 insulin aggregation, absorbance 650 nm, 90 min. AID 651711. hit rate 0.05% among 350,000. inhibition, % at 9.99 µM;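 active = mean replicate inhibition above about 25%, with every replicate also reaching it, limit read from the data, passing the limit was not always enough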
# esBAF inh = blocks esBAF chromatin remodeling in mouse ES cells; Bmi1-luciferase knock-in reporter, 24 h; 100% = twice the neutral-well signal; reporter increase, % at 12.5 µM; hit rate 2% among 350,000; AID 602393; in the data active = activation above about 40%;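 also: 0% = median of the plate's neutral control wells and 100% = double that signal; a rise in the Bmi1 reporter signal indicates esBAF inhibition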
# Active calls of the source: *; . = no result given.
SMILES,E-sel inducer,RAD54 inh,Xi reactivation,ERAP1 inh,S100A4 inh HTS,RAD52 anneal inh,ERp5 inh,esBAF inh
Cc1ccsc1C(=O)N1CCCC(N(C)Cc2ccccc2)C1 (configuration not stated),-0.7,-6,0.0,-5,13,-12,-2,-2
CCCCC/C(=N\NC(=O)Nc1ccccc1)c1ccccc1,-0.2,.,0.0,0,6,-2,2,.
COc1cccc(-c2c(C(=O)N/N=C/C3CC=CCC3)nnn2-c2nonc2N)c1 (configuration not stated),.,-5,0.0,-2,0,-8,-7,-6
CCOC(=O)C1CCN(c2ccccc2CN2CCN(c3ccccc3OCC)CC2)CC1,.,7,.,7,1,-62,-1,-7
CC(=O)Oc1ccccc1C(=O)O,0.5,4,0.1,-4,6,-6,6,-2
COc1ccc(CN(C)C[C@H]2OCCCC[C@H](C)Oc3ccc(NC(=O)Nc4ccc(C(F)(F)F)cc4)cc3C(=O)N([C@@H](C)CO)C[C@H]2C)cc1,.,1,0.0,-2,3,38,-2,-1
COc1ccc(NC(=O)N(C)C[C@H]2OCCCC[C@@H](C)Oc3ccc(NC(=O)c4ccncc4)cc3C(=O)N([C@H](C)CO)C[C@H]2C)cc1,0.1,-15,0.0,.,.,.,.,-5
CCc1ccc(OCC(=O)NNC(=O)C2CCN(c3ncnc4sc(C)c(C)c34)CC2)cc1,1.2,5,-0.1,3,-3,-5,1,.
COc1ccc(C(=O)Cn2c(N3CCCCC3)nc3c2c(=O)n(C)c(=O)n3C)cc1OC,.,.,-0.2,-4,2,8,3,.
CC(C)C1Cc2c(sc(NC(=S)NC(=O)c3ccccc3)c2C#N)CO1 (configuration not stated),2.4,.,0.8,0,-4,-11,-5,.
COCC#Cc1cnc2c(c1)C(=O)N([C@H](C)CO)C[C@H](C)[C@H](CN(C)C(=O)C1CCC1)O2,1.0,-19,0.2,3,133*,11,8,-11
COC(=O)c1ccc(OCC(O)CN2CCC(C)CC2)cc1 (configuration not stated),.,-16,0.0,.,-21,-72,-1,4
C[C@@H]1CN([C@@H](C)CO)C(=O)c2cc(NC(=O)CCN3CCOCC3)ccc2O[C@H]1CN(C)CC1CCCCC1,-0.1,5,-0.1,-6,24,-9,12,0
CNC(=O)C[C@H]1CC[C@H]2[C@H](COc3ccc(NC(=O)Nc4cccc(F)c4)cc3C(=O)N2C)O1,0.1,-7,0.4,.,.,.,.,1
O=C(C[C@H]1CC[C@H]2[C@@H](COC[C@@H](O)CN2C(=O)c2ccccc2F)O1)NCc1ccc(F)cc1,-0.1,1,0.1,-3,7,-2,6,-2
C/C=C(\C)CN1CCC(Oc2cc(C(=O)NC3CC3)ccc2OC)CC1,0.5,5,0.1,-3,-1,-4,-2,.
O=C(N/N=C/c1ccc(Cl)s1)c1ccccc1[N+](=O)[O-],0.0,6,0.0,3,-16,-4,-4,6
COc1ccc(CN(C)C[C@@H]2Oc3ccc(NS(=O)(=O)c4ccc(OC)cc4)cc3C(=O)N([C@@H](C)CO)C[C@@H]2C)cc1,-0.3,-8,-0.3,-1,6,4,6,-3
COc1cc(C(=O)OCC(=O)NC2CC2)cc(OC)c1OC,0.9,-9,0.4,-3,21,-1,-5,-8
CCCOc1cc(N(CC)CC)ccc1/C=C(/C#N)c1nc2ccc(C)cc2[nH]1,.,-17,.,-3,-15,-314,-1,-2
CNC[C@@H]1Oc2ccc(NC(=O)Nc3cccc4ccccc34)cc2C(=O)N([C@@H](C)CO)C[C@H]1C,.,30,-0.7,-1,8,-4,-3,-1
C[C@@H]1CN([C@H](C)CO)C(=O)c2cccc(NC(=O)Nc3ccc4c(c3)OCO4)c2O[C@H]1CN(C)S(=O)(=O)c1ccc(Cl)cc1,0.3,11,0.1,5,-10,-14,-2,3
CCC(NC(=O)CCc1c(C)c2cc3c4c(oc3cc2oc1=O)CCCC4)C(=O)O (configuration not stated),-0.2,1,0.5,3,-7,-15,-1,-21
COC(=O)C[C@H]1C[C@@H]2c3cc(N(C)C)ccc3O[C@@H]2[C@@H](CO)O1,0.5,7,0.0,-1,13,-68,2,3
COc1ccc(S(=O)(=O)N(C)C[C@@H]2OCc3ccccc3-c3ccccc3C(=O)N([C@@H](C)CO)C[C@@H]2C)cc1,-0.4,1,-0.7,1,-12,10,-6,4
# Remaining list, next part:
SMILES,E-sel inducer,RAD54 inh,Xi reactivation,ERAP1 inh,S100A4 inh HTS,RAD52 anneal inh,ERp5 inh,esBAF inh
C[C@@H]1CN([C@@H](C)CO)C(=O)Cc2cc(NC(=O)Cc3ccccc3)ccc2O[C@H]1CN(C)CC1CCCCC1,0.3,-2,0.1,-2,1,8,-1,-5
CCOc1cc(N2CCOCC2)c(OCC)cc1NC(=O)c1oc2ccccc2c1C,0.0,5,-0.1,3,-5,-6,2,-3
CSc1ccccc1C(=O)NCCCn1ccnc1,0.2,2,0.1,1,3,-6,2,1
C[C@@H]1CN([C@H](C)CO)C(=O)c2cc(C#CC3CC3)cnc2O[C@@H]1CN(C)Cc1ccncc1,-0.7,4,0.2,0,15,-20,-2,0
C[C@@H]1CN([C@@H](C)CO)S(=O)(=O)c2ccc(-c3cccc(C(=O)N(C)C)c3)cc2O[C@H]1CN(C)C(=O)Cc1ccccn1,0.1,1,0.1,2,-6,-5,3,-2
COc1ccc(/C=C(/NC(=O)c2ccccc2)C(=O)NCC2CCCO2)cc1 (configuration not stated),.,1,0.1,1,-1,6,5,1
CCOC(=O)c1c(NC(=O)CC2SC(N)=NC2=O)sc(C)c1C (configuration not stated),1.6,.,0.1,0,2,-4,-11,.
O=[N+]([O-])c1ccc(/C([O-])=C(/C(=S)Nc2ccccc2F)[n+]2ccccc2)cc1,-0.2,-1,0.1,.,2,-10,6,7
CCN(CC(=O)NCCCN1CCOCC1)S(=O)(=O)c1ccc(F)cc1,.,-2,0.0,3,2,-14,1,-3
CCC(=O)N1C[C@H](C)[C@@H](OC)CN(C)C(=O)c2ccc(NC(=O)c3ccccc3)cc2OC[C@H]1C,-0.1,-3,0.3,-5,-5,3,3,4
C[C@@H]1CN([C@@H](C)CO)C(=O)c2cc(NC(=O)c3ccncc3)ccc2O[C@@H](C)CCCCO[C@@H]1CN(C)S(=O)(=O)c1ccc(Cl)cc1,.,3,0.1,4,-36,13,2,5
CC(C)NC(=O)N(C)C[C@@H]1OCCCC[C@H](C)Oc2ccc(NC(=O)Nc3cccc4ccccc34)cc2C(=O)N([C@H](C)CO)C[C@@H]1C,.,.,0.0,-2,2,22,-3,.
COCCNC(=O)[C@@H]1[C@@H](CO)[C@@H]2Cn3c(cccc3=O)[C@@H]2N1Cc1ccccc1OC,-0.2,.,0.0,.,18,-15,4,.
CC(=O)Nc1ccc(N)cc1,.,-3,.,2,-4,-4,6,-1
Cc1nnc(SCC2=C(C(=O)O)N3C(=O)C(NC(=O)Cn4nc(C)c(Cl)c4C)C3SC2)s1 (configuration not stated),4.5,.,0.2,-1,4,-5,-1,.
CN(C)CC(=O)Nc1ccc2c(c1)[C@@H]1C[C@H](CC(=O)NCc3ccccn3)O[C@H](CO)[C@@H]1O2,0.7,12,0.1,-1,-7,-14,9,-2
C[C@H]1CCCCO[C@@H](CN(C)Cc2ccccc2)[C@@H](C)CN([C@@H](C)CO)C(=O)c2cc(NS(C)(=O)=O)ccc2O1,-0.1,0,-1.1,-1,1,2,3,-6
Cc1ccc(S(=O)(=O)NN2C(=O)/C(=C/c3ccc(C(=O)O)cc3)SC2=S)cc1,.,0,0.2,13,-1,-17,-2,-4
O=C(O)CCCC(=O)N1N=C(c2ccccc2)CC1c1ccc2c(c1)OCO2 (configuration not stated),0.0,7,0.1,-1,1,-10,5,-3
CCCCN1C(=S)NC[C@@H]1Cc1ccccc1,0.0,-11,0.2,1,-3,12,3,4
CCN1C(=O)/C(=C2/Sc3ccc(OC)cc3N2C)SC1=Nc1ccc(OC)cc1,.,-6,0.0,6,6,-1,3,24
Cc1ccc(-c2nc3c(Cl)cc(C(F)(F)F)cn3c2Cc2cccc(Cl)c2)cc1,-0.2,.,0.1,.,-6,-77,-4,.
O=c1[nH]c(C2CCN(S(=O)(=O)c3ccccc3)CC2)nc2c1nnn2Cc1ccc2c(c1)OCCO2,-0.4,-10,0.0,3,-3,-9,8,-5
O=c1c2ccccc2nc(-c2ccc([N+](=O)[O-])cc2)n1O,.,.,0.0,-4,2,-5,-7,.
Cc1cccc(NC(=O)CSc2nncn2N)c1C,.,-11,0.0,-3,-3,-4,-5,-2
# (further entries)
SMILES,E-sel inducer,RAD54 inh,Xi reactivation,ERAP1 inh,S100A4 inh HTS,RAD52 anneal inh,ERp5 inh,esBAF inh
O=C(Nc1ccccc1)N[C@@H]1CC[C@@H](CCn2cc(C3(O)CCCC3)nn2)O[C@@H]1CO,-0.4,0,-0.4,2,-19,9,-4,1
CCC(=O)N(C)C[C@@H]1Oc2ncc(-c3ccccc3F)cc2C(=O)N([C@@H](C)CO)C[C@@H]1C,-0.1,8,-0.2,-1,-8,0,11,-3
Cc1ccc(S(=O)(=O)N2CC[C@@H]3[C@H]2c2cc(-c4ccc(C#N)cc4)ccc2N[C@@H]3CO)cc1,-0.8,-9,0.1,.,.,.,.,-1
C[C@@H]1CN([C@H](C)CO)C(=O)c2cc(NC(=O)NC3CCCCC3)ccc2O[C@@H](C)CCCCO[C@H]1CN(C)Cc1ccncc1,0.4,-6,0.3,0,-10,17,-1,3
O=C(NC1CCC1)[C@H]1[C@H](CO)[C@H]2Cn3c(cccc3=O)[C@H]2N1CCc1ccccc1,-0.1,-4,0.2,.,.,-5,-5,-5
Oc1ccc2n[nH]nc2c1,0.0,-1,0.1,.,.,.,.,-3
CCCc1nnc(NC(=O)OCC)s1,-0.4,.,0.0,-1,4,-4,2,.
O=C(N/N=C/c1ccc2c(c1)OCO2)c1ccc2ccccc2n1,-1.7,.,0.2,-1,14,-25,1,.
Cc1ncsc1CCOC(=O)c1cccnc1,.,-6,.,6,-3,1,6,-7
C[C@@H]1CN([C@H](C)CO)S(=O)(=O)c2ccc(Br)cc2O[C@H]1CN(C)Cc1ccccc1,-0.3,-12,-1.3,5,-52,3,0,-4
COc1cc(N2C(=O)C=CC2=O)c(OC)cc1Cl,0.2,-8,0.0,35*,-12,-16,0,.
C[C@@H]1CCCCO[C@H](CN(C)S(=O)(=O)c2ccccc2)[C@H](C)CN([C@H](C)CO)C(=O)c2cc(NS(=O)(=O)c3cn(C)cn3)ccc2O1,.,0,0.4,0,6,6,-3,0
CO[C@@H]1CN(C)C(=O)c2cc(NS(C)(=O)=O)ccc2OC[C@H](C)N(Cc2ccccc2)C[C@H]1C,-0.1,-3,0.0,-5,1,16,-1,-3
COc1cccc(NC(=O)N(CCCN2CCOCC2)C(C)c2cc3ccccc3o2)c1 (configuration not stated),.,-3,.,-1,7,-1,-1,0
CS(=O)(=O)N1CCCCC1c1cc(C(=O)Nc2cccc(C#N)c2)no1 (configuration not stated),0.0,0,-0.1,-2,6,-6,-3,11
O=C(NC(=O)c1csnn1)Nc1ccccc1Cl,0.7,-5,0.2,0,-8,-8,-3,50*

# A different layout for part of the listing above.
molecule	E-sel inducer	RAD54 inh	Xi reactivation	ERAP1 inh	S100A4 inh HTS	RAD52 anneal inh	ERp5 inh	esBAF inh
CO[C@@H]1CN(C)C(=O)c2cc(NS(C)(=O)=O)ccc2OC[C@H](C)N(Cc2ccccc2)C[C@H]1C	-0.1	-3	0.0	-5	1	16	-1	-3
CC(=O)Nc1ccc(N)cc1	.	-3	.	2	-4	-4	6	-1
Cc1ccsc1C(=O)N1CCCC(N(C)Cc2ccccc2)C1 (configuration not stated)	-0.7	-6	0.0	-5	13	-12	-2	-2

# No enrichment for hits; 2.5% or so of the library scored in one or more.
